RORg inh – qHTS for inhibitors of ROR gamma transcriptional activity. Nuclear receptor ROR-gamma (Mus musculus), P51450. Drosophila S2 Gal4-RORgamma UAS-luciferase reporter, 20 h. Potency, µM (top dose mostly 53.6 µM), without a hit: at the highest dose activity change, negative = inhibition, usual class: inhibitors. hit rate 5.4% among 310,000. AID 2551, 2010; further: potency means the concentration at half of the fitted maximal effect; on the % scale 0 is the no-effect control and ±100 the full control effect; nearly all actives have a fitted effect of over 60% in size
Target sequence (P51450 whole entry, looked up, the tested form may be a part): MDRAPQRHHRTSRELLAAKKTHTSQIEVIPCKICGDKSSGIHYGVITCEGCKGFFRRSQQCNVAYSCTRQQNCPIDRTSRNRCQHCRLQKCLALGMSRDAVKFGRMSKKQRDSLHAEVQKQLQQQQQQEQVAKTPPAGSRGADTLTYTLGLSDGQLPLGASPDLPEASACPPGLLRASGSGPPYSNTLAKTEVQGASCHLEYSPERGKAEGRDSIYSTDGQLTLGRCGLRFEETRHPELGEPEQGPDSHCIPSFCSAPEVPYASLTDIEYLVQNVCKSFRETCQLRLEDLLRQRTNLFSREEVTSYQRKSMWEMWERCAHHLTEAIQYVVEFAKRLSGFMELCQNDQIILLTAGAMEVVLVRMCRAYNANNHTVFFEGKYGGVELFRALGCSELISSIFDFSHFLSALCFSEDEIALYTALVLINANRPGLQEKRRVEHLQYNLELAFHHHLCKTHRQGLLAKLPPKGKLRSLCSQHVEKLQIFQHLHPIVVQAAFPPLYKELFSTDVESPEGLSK
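ROR gamma transcriptional activity was tracked as Gal4-UAS luciferase output in stably transfected Drosophila Schneider cells, with compound added 1 hr before 700 uM copper sulfate induction and a 20 hr ambient-temperature incubation.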
VP16 counter – VP16 counterscreen qHTS for inhibitors of ROR gamma transcriptional activity. Drosophila S2 Gal4-VP16 UAS-luciferase, luminescence, 20 h. Potency, µM (titrated, usually from 53.6 µM), without a hit: at the highest dose activity, negative = inhibition, usual class: inhibitors. hit rate 3.5% among 310,000;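 further: Gal4-VP16 expression switched on by copper sulfate through the metallothionein promoter; potency means the concentration at half of the fitted maximal effect; on the % scale 0 is the no-effect control and ±100 the full control effect; nearly all actives have a fitted effect of over 50% in size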
ELG1 repair inh – qHTS screen for small molecules that inhibit ELG1-dependent DNA repair in human embryonic kidney (HEK293T) cells expressing luciferase-tagged ELG1; HEK293T ELG1-luciferase reporter, luminescence, 16 h; DNA damage induced by 5-fluorouridine; Potency, µM (series often up to 46.1 µM), without a hit: top-dose activity change, negative = inhibition, most hits filed as inhibitors; hit rate 2.3% among 330,000; AID 504467, 2011; further: potency means the concentration at half of the fitted maximal effect; on the % scale 0 is the no-effect control and ±100 the full control effect; nearly all actives have a fitted effect of over 55% in size
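Quantitative HTS, concentration-response format. 2,000 cells/well co-treated with 5-fluorouridine and compound, 16 hr in 5% CO2 at 37 °C; ONE-Glo luminescence read after 30 min.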
ELG1 genotox – qHTS screen for small molecules that induce genotoxicity in human embryonic kidney (HEK293T) cells expressing luciferase-tagged ELG1. Potency, µM (top dose mostly 46 µM), for the others: top-dose activity change, positive = activation, most hits filed as activators. hit rate 1.3% among 330,000. AID 504466, 2011. HEK293T ELG1-luciferase reporter, luminescence, 16 h; further: potency means the concentration at half of the fitted maximal effect; % of control where 0% means no effect; nearly all actives have a fitted effect of over 60% in size
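After overnight (16 hr) compound treatment at 37 °C, ELG1-luciferase HEK293T cells were lysed with ONE-Glo; luminescence quantified 30 min later at room temperature.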
TRPV1 agonist – HTS Assay for Compounds that Act as Agonists of the Vanilloid Receptor 1; Transient receptor potential cation channel subfamily V member 1 (Homo sapiens), Q8NER1; TRPV1-expressing cells, Fluo-8 calcium influx, agonist mode; activation, % at 8.33 µM; hit rate 0.19% among 320,000; AID 540275, 2011; in the data active means activation above about 80%; inconclusive means between about 30% and that limit; further: 0% is about no effect
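Fluo-8 calcium influx in TRPV1-expressing cells, kinetic read (ex 480/em 520 nm). Compound added and read 3 min for agonist activity, followed by capsaicin at EC20 final and 2 min further read for enhancement.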
Tb PFK inh – qHTS Assay to Find Inhibitors of T. brucei phosphofructokinase; Potency, µM (series often up to 57.5 µM), for inactives: top-dose activity, negative = inhibition, most hits filed as inhibitors; T. brucei PFK, ADP-Glo luminescence; ATP-dependent 6-phosphofructokinase (Trypanosoma brucei brucei), O15648; hit rate 0.17% among 330,000;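 further: potency means the concentration at half of the fitted maximal effect; 0% = uninhibited 1x PFK enzyme wells and -100% = no-enzyme wells; nearly all actives have a fitted effect of over 60% in size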
Target sequence (O15648 whole entry, looked up): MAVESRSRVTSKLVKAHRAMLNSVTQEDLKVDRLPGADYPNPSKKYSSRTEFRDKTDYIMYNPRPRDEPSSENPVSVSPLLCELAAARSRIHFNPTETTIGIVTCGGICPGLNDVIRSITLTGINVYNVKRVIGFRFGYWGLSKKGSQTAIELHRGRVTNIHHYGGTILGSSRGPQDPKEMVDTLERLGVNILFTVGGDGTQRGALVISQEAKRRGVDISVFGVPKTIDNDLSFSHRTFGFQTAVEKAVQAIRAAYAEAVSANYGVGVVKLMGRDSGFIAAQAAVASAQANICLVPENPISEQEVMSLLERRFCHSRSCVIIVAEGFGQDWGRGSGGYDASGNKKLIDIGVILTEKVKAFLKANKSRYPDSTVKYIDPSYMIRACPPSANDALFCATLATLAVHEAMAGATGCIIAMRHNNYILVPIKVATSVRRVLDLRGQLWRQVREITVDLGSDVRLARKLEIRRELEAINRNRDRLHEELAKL
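In TEA buffer at pH 8.0 with 5 mM MgCl2, enzyme (1.25 nM) converted F6P (0.5 mM) and ATP (0.1 mM) for 45 min at room temperature. ADP product was read by luciferase luminescence.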
Rab9 prom act – qHTS Assay for Rab9 Promoter Activators. Huh7 Rab9 promoter-luciferase reporter, luminescence, 24 h. Potency, µM (top dose mostly 9.22 µM), for inactives: at the highest dose activation, negative = inhibition, hits mostly activators. hit rate 2.8% among 320,000. AID 485297, 2010; further: potency means the concentration at half of the fitted maximal effect; % of control where 0% means no effect; nearly all actives have a fitted effect of over 60% in size
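Stable Rab9-luc Huh7, 1500 cells/well, 2 h settle; cmpd in DMSO, 24 h, 37 °C/5% CO2; luciferase reagent 10 min RT; luminescence.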
FLuc counter – qHTS profiling assay for firefly luciferase inhibitor/activator using purifed enzyme and Km concentrations of substrates (counterscreen for miR-21 project); hit rate 6.9% among 360,000; AID 588342, 2011; Luciferin 4-monooxygenase (Photinus pyralis), P08659; purified FLuc, Km substrates, luminescence inhibition; Potency, µM (series often up to 57.5 µM), inactives show at the highest dose activity change, negative = inhibition, hits mostly inhibitors;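 further: potency means the concentration at half of the fitted maximal effect; plate controls were vehicle for no effect and reference inhibitor for full effect; nearly all actives have a fitted effect of over 55% in size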
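Purified P. pyralis luciferase (10nM final) with 10uM D-luciferin and 10uM ATP (Km levels) in 50mM Tris acetate pH 7.5, 10mM Mg acetate, 0.01% Tween-20, 0.05% BSA; qHTS 6-point titration, ~60 µM downward; luminescence read.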
NPC1 prom act – qHTS Assay for NPC1 Promoter Activators | Huh7 NPC1 promoter luciferase reporter, 24 h | Potency, µM (titrated, usually from 9.22 µM), inactives show at the top dose activation, usual class: activators | hit rate 2.4% among 320,000;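 further: potency means the concentration at half of the fitted maximal effect; % of control where 0% means no effect; nearly all actives have a fitted effect of over 60% in size; reporter is driven by a mutant NPC1 promoter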
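Luciferase expression driven by the NPC1 promoter was measured in stably transfected Huh7 cells after a 24 h compound incubation, using a luciferase reagent and a luminescence read.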
BRCA1 expr act – qHTS Assay to Identify Small Molecule Activators of BRCA1 Expression. Potency, µM (highest dose often 46.1 µM), for the others: at the top dose activation, usual class: activators. MCF7-BRCA1-FFLuc reporter, luminescence, 48 h; response scale: scaled: vehicle 0%, 10 µM genistein 100%. AID 624202, 2012. hit rate 1.1% among 380,000; further: potency means the concentration at half of the fitted maximal effect; nearly all actives have a fitted effect of over 80% in size; some results filed as inactive show a strong effect at the top dose
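Cells: MCF7-BRCA1-FFLuc, 2000/well. Exposure: 48 h, 37 °C, 5% CO2. Read: luminescence, 15 min post-substrate. Controls: genistein 10 microM (maximal activation), DMSO (neutral).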
p53 reactivator – qHTS assay for re-activators of p53 using a Luc reporter. H1299 p53-A138V BP100-luciferase reporter, luminescence, 24 h. Potency, µM (series often up to 92.2 µM), inactives show at the highest dose activity change, positive = activation, actives largely listed as activators. hit rate 0.063% among 320,000. AID 504706, 2011; further: potency means the concentration at half of the fitted maximal effect; % of control where 0% means no effect; nearly all actives have a fitted effect of over 45% in size
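p53-null H1299 cells stably carrying temperature-sensitive p53-A138V and a BP100-luciferase reporter were pinned with compounds (4-point, 1:5 series) and held 24 hrs at 37 deg C. Luminescence was read 10 min after detection reagent.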
* marks the source's active call; other numbers are inactive results; ? = inconclusive; . = no result given; & = joins results of further samples; [ ] = remark or other dose. Unless noted, the call rests on the fitted dose curve; in most records, active means well fitted curve in the direction sought with a large enough effect; inconclusive means small, poorly fitted or top-dose-only effect, or another doubt; inactive means no such curve, though single readings can be large; an effect the other way counts as inactive or inconclusive.

SMILES	RORg inh	VP16 counter	ELG1 repair inh	ELG1 genotox	TRPV1 agonist	Tb PFK inh	Rab9 prom act	FLuc counter	NPC1 prom act	BRCA1 expr act	p53 reactivator
OCCC1CN(C2CCN(c3ccccc3)CC2)CCN1Cc1ccc(F)c(F)c1 (centres undefined)	-1.8%	-4.9%	10.1%	-0.2%	-5.8	-2.0%	-9.6%	1.7%	0.0%	-8.7%	2.4%
COc1ccc(C(C(=O)NCC2CCCO2)N(C(=O)c2snc(C(N)=O)c2N)c2ccccc2)cc1OC (centres undefined)	-1.8%	0.8%	-15.1%	-7.8%	-1.2	-10.1%	0.0%	1.6%	-1.6%	-2.2%	-3.8%
Cc1ccc(S(=O)(=O)N(C)c2ccc(OCC(=O)Nc3nc(-c4ccccc4)cs3)cc2)cc1	43.1%	-1.0%	?	-3.7%	-3.2	-1.8%	0.4%	2.7%	1.1%	-50.8%	15.5%
Cc1ccc(/C(N)=N/OC(=O)CCC2CCCC2)cc1	32.7%	18.9%	?	10.6%	0.7	0.1%	3.5%	15.1µM*	-3.2%	49.9%	?
Cc1cc(C)c(-c2noc(C(=O)OC(C)(C)C)c2C(=O)OC(C)(C)C)c(C)c1	-3.0%	-16.0%	20.8%	-1.0%	2.2	11.7%	-3.6%	-2.0%	-3.4%	-26.2%	0.8%
COc1ccc2nc(NC3=NC(C(=O)Nc4ccc(C)cc4)CC(=O)N3)nc(C)c2c1 (centres undefined)	13.9%	?	1.0%	1.5%	-3.6	0.6%	-0.9%	-0.7%	3.1%	.	-0.1%
CN(C(=O)Nc1cnccc1C(F)(F)F)C1CCCCC1	5.4%	-5.6%	-0.6%	1.2%	1.6	0.4%	-1.3%	-1.8%	-2.8%	-8.3%	-0.9%
Cc1ccc(Cl)cc1NC(=O)COC(=O)c1ccccc1O	26.3%	-0.9%	15.4%	3.4%	0.8	2.1%	-0.3%	-1.5%	0.9%	24.5%	-0.6%
O=C(Nc1ccccc1)c1ccc(S(=O)(=O)NCc2cccnc2)cc1	?	?	?	-12.5%	0.1	1.0%	-20.4%	5.6%	-6.8%	-30.1%	-2.8%
CCOC(=O)C1=CN(Cc2cccc(F)c2)S(=O)(=O)N(CC)C1c1ccc(C(F)(F)F)cc1 (centres undefined)	.	.	-2.0%	-1.5%	.	1.9%	.	.	.	0.0%	-1.3%
Cc1cc2nc(CCl)cc(=O)n2[nH]1	-16.0%	5.8%	?	4.4%	0.7	-0.3%	26.4%	-10.3%	0.3%	15.5%	11.3%
O=C(CN1CCOCC1)Nc1nc(-c2ccc3c(c2)CCN3S(=O)(=O)c2ccccc2)cs1	-30.6%	?	?	-9.5%	2.4	-2.3%	-10.4%	-5.6%	-2.3%	-61.3%	-10.9%
CCOC(=O)CC(/C(C)=N\O)c1ccccc1 (centres undefined)	5.0%	-3.3%	-4.3%	-0.1%	4.6	-3.0%	-7.0%	0.7%	-1.9%	-1.5%	-10.1%
CCOc1ccc(CCNC(=O)COC(=O)c2nccnc2N)cc1OCC	.	.	15.1%	10.8%	0.5	-0.1%	2.4%	0.2%	-2.6%	-12.1%	1.3%
COc1cccc(C2=NOC(C(=O)Nc3cccnc3)C2)c1 (centres undefined)	41.2%	-8.1%	-11.1%	-6.4%	16.3	-6.9%	10.2%	1.1%	-4.6%	-1.7%	-12.8%
CCOc1cc(C2C(C(C)=O)=C(C)Nc3ncnn32)ccc1O (centres undefined)	1.4%	-2.9%	0.0%	-3.4%	-1.7	-1.8%	-1.9%[1.84 µM]	-0.7%	2.6%	-1.6%	-2.6%
O=C(N/N=C/CCc1ccccc1)c1ccc(CN2c3cccc4cccc(c34)S2(=O)=O)cc1	11.2µM*	?	-27.2%	0.5%	4.1	0.0%	-5.0%	-14.0%	0.0%	-21.6%	-6.8%
O=C(O)c1ccccc1OC(=O)C12CC3CC(CC(C3)C1)C2	5.5%	2.4%	3.5%	-1.0%	1.2	0.0%	0.9%	?	-1.0%	-8.2%	1.9%
COc1ccccc1CNC(=O)CCNS(=O)(=O)c1ccc2c(c1)oc(=O)n2C	-14.5%	1.2%	-6.0%	-1.0%	-0.8	0.4%	0.4%	0.2%&0.8%	-3.4%	-14.3%	-2.0%
Cc1ccc(-n2nc3c(=O)n(CCCC(=O)NCc4ccc(C)o4)nc(C)c3c2C)cc1	2.0%	-5.1%	12.2%	0.3%[9.26 µM]	-0.1	0.3%	-1.2%	-15.7%	-3.3%	11.6%	1.4%
Cc1cc(C)cc(NC(=O)CN2CCC(NC(=O)Cc3ccccc3)CC2)c1	8.6%	3.0%	-10.0%	-1.5%	3.7	-8.3%	-0.6%	1.9%	-1.3%	2.9%	-16.6%
CCCN1CCN(C(=O)Cn2nc(C)n3c(cc4sccc43)c2=O)CC1	-11.7%	-0.7%	17.2%	-1.1%[9.26 µM]	4.0	0.8%	-1.0%	-0.3%	1.5%	-12.8%	-4.1%
Cc1ccc(-n2nnc3c(=O)n(Cc4ccccn4)cnc32)cc1C	2.5%	18.6%	-6.0%	-12.4%	-6.2	4.7%	-1.9%	-15.3%	-6.1%	31.0%	-2.3%
CC1(C)CC(=O)C2=C(C1)N(c1ccccc1C#N)C(N)=C(C#N)C2c1cccs1 (centres undefined)	-34.2%	-28.5%	-9.7%	2.3%	10.2	4.8%	7.0%	3.0%	-2.1%	-71.0%	-5.4%
CCCCN(C)C(=O)CSc1nc(NCc2ccc(OC)cc2)c2ccccc2n1	22.2%	3.1%	?	-0.7%	16.1	-0.6%	3.0%	-1.1%	-5.5%	-31.9%	-1.8%
O=C(CSc1nnc(CNC(=O)c2ccco2)o1)Nc1ccc(F)cc1F	-9.4%	0.8%	1.6%	9.8%	0.2	-1.8%	-0.5%	-1.2%	1.7%	20.9%	0.0%
Nc1c(-c2ccccc2)c(CSc2nc3ccccc3[nH]2)nn1-c1ccc(Cl)cc1	17.7%	-9.2%	6.51µM*	-7.4%	-9.6	1.4%	-1.1%	-6.7%	1.4%	-72.3%	-10.5%
O=C(N/N=C/c1ccc[nH]1)c1cc(-c2ccc(Cl)cc2)nc2ccccc12	1.41µM*	5.62µM*	?	-11.5%	-0.6	1.6%	-3.5%	12µM*	-11.2%	-88.8%	-2.3%
N#C/C(=C\c1ccc(-c2ccccc2)cc1)c1nc(-c2ccco2)cs1	1.0%	4.3%	?	?	-1.1	-1.3%	-3.7%	-1.1%	-0.4%	-62.5%	10.1%
CCOCCCn1c(=S)[nH]c2cc(C(=O)N3CCN(c4ccccc4)CC3)ccc2c1=O	12.6µM*	?	-10.2%	-9.2%	4.9	0.2%	-5.8%	0.5%	0.1%	-16.4%	5.8%
Cc1ccc(S(=O)(=O)NCCN2CCOCC2)c(C)c1	9.9%	6.0%	28.2%	1.4%	-0.8	-2.0%	-2.8%	-0.1%	-1.0%	-6.5%	-3.4%
O=C(CSc1ccc(-c2cccc([N+](=O)[O-])c2)nn1)N1CCCCC1	20.5%	22.9%	-3.5%	0.7%	2.0	-0.5%	3.6%	-2.0%	-1.4%	?	10.3%
COc1ccc(C)cc1-n1nnnc1SCC1CCCCO1 (centres undefined)	-22.8%	8.8%	-8.8%	-3.1%	1.5	-1.5%	-3.7%	0.8%	-0.4%	0.9%	-6.0%
CCCCCSc1nc(N2CCOCC2)c2c(c1C#N)CC(C)(C)OC2	-15.4%	-11.6%	-28.7%	0.1%	?	1.7%	-9.7%	1.6%	1.3%	-7.8%	-3.8%
CCOC(=O)c1nnn(-c2nonc2-n2cccc2)c1CN1CCC(C)CC1	40.8%	?	11.5%	-4.6%	6.9	-2.5%	1.9%	3.3%	-4.2%	-24.9%	1.2%

Source: PubChem BioAssay (National Center for Advancing Translational Sciences (NCATS))
